E coli growth: E. coli V3065 growth inhibition, primary screen, counter-screen for AddAB inhibitor project, absorbance, OD600; 330,000 compounds, 0.27% hits; 18 h; inhibition, % at 11.9 µM;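 active = inhibition above the campaign's mean inhibition across all tested compounds plus 3 SD, cut at about 9.9% in these data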;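 also: uninfected addAB+ strain grown without phage in ampicillin broth; 0% = DMSO wells and 100% = ciprofloxacin 0.95 µg/ml wells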
Tat transport: E. coli Tat export inhibitors, primary screen, MC4100, TorA-mCherry reporter, fluorescence, single point | inhibition, % at 10 µM | 340,000 compounds, 0.036% hits;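 active = mean replicate inhibition at least 50% and at least half of replicates individually reaching 50%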;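 also: exported cargo escapes ClpAP degradation while cytoplasmic cargo is degraded and loses fluorescence; 0% = median of neutral control wells and 100% = median of NaSCN control wells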
PKA-R2B activ: activators of PKA-R2B holoenzyme, primary screen, biochemical, fluorescence polarization, Cy5-IP20, human | PKA-R2B holoenzyme dissociation; R2B truncated from residue 108, S112A mutant; 0% DMSO only, 100% 113 µM cGMP | 340,000 compounds, 0.079% hits | activation, % at 11.4 µM;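 active = activation above a cutoff set at the mean over all compounds plus 3 SD, cut at about 18% in these data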;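 also: higher means more holoenzyme dissociation and a rise in polarization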
Target sequence (P31323 whole entry, looked up, other chains not shown, the tested form may be a part): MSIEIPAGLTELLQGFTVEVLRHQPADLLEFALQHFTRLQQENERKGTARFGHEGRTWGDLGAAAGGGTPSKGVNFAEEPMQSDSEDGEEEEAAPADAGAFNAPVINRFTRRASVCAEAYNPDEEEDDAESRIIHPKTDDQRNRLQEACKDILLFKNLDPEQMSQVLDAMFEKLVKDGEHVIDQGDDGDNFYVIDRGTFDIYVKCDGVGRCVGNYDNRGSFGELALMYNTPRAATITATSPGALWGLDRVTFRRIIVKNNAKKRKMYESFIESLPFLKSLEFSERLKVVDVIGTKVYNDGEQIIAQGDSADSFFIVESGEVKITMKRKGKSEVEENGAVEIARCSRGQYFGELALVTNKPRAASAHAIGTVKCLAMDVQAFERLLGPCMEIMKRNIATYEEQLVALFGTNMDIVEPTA
PKA-R1A activ: activators of PKA-R1A holoenzyme, primary screen, biochemical, fluorescence polarization, Cy5-IP20, bovine R1A, mouse PKAc; cAMP-dependent protein kinase type I-alpha regulatory subunit (Bos taurus) + …; 340,000 compounds, 0.083% hits; PKA-R1A dissociation; scaled: DMSO 0%, 113 µM cGMP 100%; activation, % at 11.4 µM;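 active = percent activation above the mean of all tested compounds plus 3 SD, cut at about 19% in these data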;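 also: higher means more PKAc released from R1A so a rise in polarization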
CDK5 p35 inh: inhibitors of human CDK5/p35 kinase, primary screen, biochemical, single concentration; Cyclin-dependent kinase 5 (Homo sapiens) + Cyclin-dependent kinase 5 activator 1 (Homo …; inhibition, % at 10 µM; Recombinant CDK5/p35, ADP-Glo luminescence, 60 min; AID 488839, 2010; 330,000 compounds, 0.01% hits;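 active = highest replicate inhibition of at least 50% and at least 75% of replicates reaching 50%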;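 also: plate controls were DMSO neutral control for no effect and GW8510 at 10 µM for full effect; many of its hits are not listed in these tables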
SUMO Mot1 rescue: yeast Mot1-301 growth rescue at high temperature, primary screen, SUMOylation pathway inhibitor project, S. cerevisiae, ATP luminescence, 38.5C; S. cerevisiae Mot1-301 growth rescue; percent above DMSO median, 100 means doubled; growth rescue, % at 18.8 µM; 320,000 compounds, 1% hits;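 active = every valid replicate shows activation above 250% relative to neutral control wells; inactive = the rest, any valid replicate at or below 250%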;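 also: OY570 slx delta 5 strain wells were the positive control but not used for scaling; some compounds called inactive have numbers as strong as hits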
HTR5A ag: HTR5A agonists in luminescence cell assay, primary screen, counter-screen for OPRM1-OPRD1 heterodimer agonist project, full-deck HTS. cell-based. activation, % at 9.3 µM. 340,000 compounds, 0.61% hits. AID 504692, 2011; in the data active = activation mostly above about 9.5%, no sharp cut-off; inactive = mostly below about 7.6%;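 also: 0% = cells with vehicle only and 100% = reference agonist; strong numbers were not always called active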
Target sequence (P47898 whole entry, looked up): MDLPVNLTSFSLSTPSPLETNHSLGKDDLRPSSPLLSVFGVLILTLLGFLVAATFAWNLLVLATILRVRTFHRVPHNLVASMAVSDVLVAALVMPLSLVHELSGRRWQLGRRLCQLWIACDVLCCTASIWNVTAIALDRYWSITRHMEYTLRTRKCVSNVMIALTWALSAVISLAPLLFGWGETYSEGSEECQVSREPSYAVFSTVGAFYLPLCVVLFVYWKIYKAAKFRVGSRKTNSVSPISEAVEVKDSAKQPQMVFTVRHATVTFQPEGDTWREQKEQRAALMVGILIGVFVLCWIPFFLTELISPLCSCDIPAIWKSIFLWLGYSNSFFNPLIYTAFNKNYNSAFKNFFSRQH
DAGLB inh: DAGLB lipase inhibitors, primary screen, biochemical, fluorescence, HTS. Diacylglycerol lipase-beta (Homo sapiens), Q8NCG7. HEK293T DAGLB membrane lysate, EnzChek fluorogenic substrate. inhibition, % at 5.17 µM. 340,000 compounds, 0.059% hits; in the data active = inhibition above about 34%;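 also: 0% = enzyme with vehicle and 100% = wells lacking enzyme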
HTR5A inv ag: HTR5A inverse agonists in luminescence cell assay, primary screen, counter-screen for OPRM1-OPRD1 heterodimer inverse agonist project, full-deck HTS. 5-hydroxytryptamine receptor 5A (Homo sapiens), P47898. inhibition, % at 9.3 µM. 340,000 compounds, 0.083% hits. HTR5A cell line, inverse agonism; in the data active = inhibition mostly above about 23%, no sharp cut-off; inactive = mostly below about 18%;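 also: 0% = cells with DMSO and 100% = no-cell wells with DMSO; some compounds called inactive have numbers as strong as hits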
phage Ecoli inh: growth loss of phage-infected E. coli, primary screen, RecBCD inhibitor project, absorbance, with phage, HTS. inhibition, % at 11.9 µM. 360,000 compounds, 0.26% hits. AID 651602, 2012; in the data active = inhibition above about 11%
AddAB inh: growth inhibition of E. coli expressing H. pylori AddAB, primary screen, AddAB inhibitor project, absorbance; inhibition, % at 11.9 µM; 330,000 compounds, 0.29% hits; in the data active = inhibition above about 12%;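 also: 0% = vehicle wells of infected cells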
An asterisk follows results filed as active; · = no result given. Some of the compounds tested, so the mix of outcomes need not match the whole.

Values run as follows: E coli growth, Tat transport, PKA-R2B activ, PKA-R1A activ, CDK5 p35 inh, SUMO Mot1 rescue, HTR5A ag, DAGLB inh, HTR5A inv ag, phage Ecoli inh, AddAB inh
1. Cc1nc2ncnn2c(C)c1CCC(=O)N1CCC2(CC1)OCCO2
    0.5, 4, 3, 2, 1.7, 52, -11, -3, 26, 3.3, -1.2
2. CCOCC1(CCc2ccccc2)C(=O)NC(=S)NC1=O
    ·, 24, -2, -9, -2.5, ·, -1, -1, 3, 2.0, ·
3. CCOc1cc2c(cc1OCC)-n1cccc1C(c1cc(C)c(OC)cc1C)NC2 (centres undefined)
    1.4, 0, -6, 0, 1.1, 0, 5, -8, -17, 6.9, 0.3
4. COc1ccc(C(=O)N2CCC3(CC2)OCCO3)cc1
    -0.7, -5, 0, -2, 2.7, 137, -1, -3, 4, -0.9, 2.3
5. COc1cccc(-c2nn(CCC#N)cc2C(=O)Nc2ccccc2Cl)c1
    ·, -1, -4, 1, 0.2, 43, -2, 0, 5, -0.2, ·
6. N#CCCn1cc(C(=O)Nc2ccccc2Cl)c(-c2ccc([N+](=O)[O-])cc2)n1
    -0.6, -7, -4, -14, 2.4, 356, -3, 1, 7, 3.0, 1.7
7. CN1C[C@H](CNC(=O)OCc2ccccc2)C[C@@H]2c3cccc4c3c(cn4C)C[C@H]21
    -1.6, -12, -6, 0, -0.2, -14, 9, 1, -31, 3.0, 1.9
8. C[N+]12CCC(CC1)C(C(O)(c1cccc(Cl)c1)c1cccc(Cl)c1)C2 (centres undefined)
    0.2, -1, 2, 10, 2.9, -13, 0, 1, -6, -2.2, 0.2
9. Nc1ccccc1C(=O)OC1CSC1
    -2.0, -1, -2, -12, -1.9, -5, 2, 0, 5, 0.8, 4.4
10. CNC(=S)N(C)CCc1cc2c(c(OC)c1C=C1C(=O)NC(=O)NC1=O)OCO2
    -5.0, 11, 3, -4, -0.1, 27, -3, 1, -20, 0.8, -2.8
11. Cc1sc2c(c1C)C(c1ccc(C(C)(C)C)cc1)=NCC(=O)N2CC(=O)Nc1nccs1
    1.4, 0, -7, 11, -0.9, -30, 0, 2, -1, 1.9, -1.4
12. CCOC(=O)[C@]12Cc3cc(C)ccc3[C@H]1N(Cc1ccccc1)C(=O)c1ccccc12
    ·, 9, -5, -2, -0.2, ·, -2, -14, 5, 2.1, ·
13. CCCN(CC#CCO)CCC
    1.4, -1, 1, 9, 2.0, 79, -4, 3, 12, 1.4, 1.6
14. CCOc1ccc(N=Cc2c(O)n(C(C)(C)C)c(=O)[nH]c2=O)cc1
    -0.1, 12, 3, 2, -0.4, 24, -2, 2, -30, 0.1, 1.6
15. NCCc1nc2ccccc2s1
    -0.3, 3, -2, -8, -1.0, -27, 3, 1, -17, -0.5, -0.6
16. C=CCn1c(C)c(C=C2C(=O)NC(=O)NC2=O)c2ccccc21
    0.8, -2, 1, -10, 1.1, -12, 7, -3, -21, 2.1, -0.7
17. [N-]=[N+]=CC(=O)OC[C@H](N)C(=O)O
    0.1, 14, -2, -9, -8.8, -6, 0, 0, -44, 3.9, -2.1
18. CC(=O)C1=C(C)OC(N)=C(C(=O)OC(C)C)C12C(=O)Nc1ccccc12 (centres undefined)
    -1.7, 22, 6, -4, 1.6, 2, 2, 1, 5, 1.7, -1.8
19. CCC(C(=O)N1CCC2(CC1)OCCO2)c1ccccc1 (centres undefined)
    0.1, -1, -14, 6, -1.4, -3, -2, -1, -18, 2.1, 1.4
20. COc1cccc(CNCCc2c[nH]c3ccccc23)c1OC
    -0.7, 1, 7, 3, 2.8, -7, 0, 1, 1, 0.8, 2.1
21. CCC(C)C(=O)N[C@@H](c1ccccc1)[C@@H](O)C(=O)O[C@H]1C[C@@]2(O)[C@@H](OC(=O)c3ccccc3)C3[C@](C)(C(=O)[C@H](OC(C)=O)C(=C1C)C2(C)C)[C@@H](O)C[C@H]1OC[C@@]31OC(C)=O (some centres undefined)
    1.2, 3, -4, -4, 0.7, 4, -5, 3, -26, 1.6, 4.2
22. COC(=O)OCC12CCC(O1)C1(C)C(=O)OCC21 (centres undefined)
    -0.5, -2, -8, 14, -0.2, 269, 3, -1, 20, 3.5, 1.6
23. CC(C(=O)c1c[nH]c2ccccc12)N1CCSCC1 (centres undefined)
    -1.6, 9, -4, 0, -2.5, 6, 1, 0, -21, 1.9, -0.7
24. CCC(=O)N1N=C2C3CCN(CC3)C2C1c1ccc(C)cc1 (centres undefined)
    0.3, 20, -12, 1, -4.1, 5, 0, 0, -15, 2.0, -1.9

Ordered by length of the SMILES (ascending): some entries from above
Values run as follows: E coli growth, Tat transport, PKA-R2B activ, PKA-R1A activ, CDK5 p35 inh, SUMO Mot1 rescue, HTR5A ag, DAGLB inh, HTR5A inv ag, phage Ecoli inh, AddAB inh
13. CCCN(CC#CCO)CCC
    1.4, -1, 1, 9, 2.0, 79, -4, 3, 12, 1.4, 1.6
17. [N-]=[N+]=CC(=O)OC[C@H](N)C(=O)O
    0.1, 14, -2, -9, -8.8, -6, 0, 0, -44, 3.9, -2.1
22. COC(=O)OCC12CCC(O1)C1(C)C(=O)OCC21 (centres undefined)
    -0.5, -2, -8, 14, -0.2, 269, 3, -1, 20, 3.5, 1.6
24. CCC(=O)N1N=C2C3CCN(CC3)C2C1c1ccc(C)cc1 (centres undefined)
    0.3, 20, -12, 1, -4.1, 5, 0, 0, -15, 2.0, -1.9
16. C=CCn1c(C)c(C=C2C(=O)NC(=O)NC2=O)c2ccccc21
    0.8, -2, 1, -10, 1.1, -12, 7, -3, -21, 2.1, -0.7
3. CCOc1cc2c(cc1OCC)-n1cccc1C(c1cc(C)c(OC)cc1C)NC2 (centres undefined)
    1.4, 0, -6, 0, 1.1, 0, 5, -8, -17, 6.9, 0.3
18. CC(=O)C1=C(C)OC(N)=C(C(=O)OC(C)C)C12C(=O)Nc1ccccc12 (centres undefined)
    -1.7, 22, 6, -4, 1.6, 2, 2, 1, 5, 1.7, -1.8
10. CNC(=S)N(C)CCc1cc2c(c(OC)c1C=C1C(=O)NC(=O)NC1=O)OCO2
    -5.0, 11, 3, -4, -0.1, 27, -3, 1, -20, 0.8, -2.8
7. CN1C[C@H](CNC(=O)OCc2ccccc2)C[C@@H]2c3cccc4c3c(cn4C)C[C@H]21
    -1.6, -12, -6, 0, -0.2, -14, 9, 1, -31, 3.0, 1.9

Screening results deposited in PubChem by several laboratories.
